Assay outcomes (PubChem)
M. tuberculosis HTS: M. tuberculosis growth inhibition, HTS (AID 449762); M. tuberculosis H37Rv growth inhibition, 7H9 media; higher % means a stronger effect; inhibition, % at 25 µM; hits with a dose series show IC50 in µM; 330,000 compounds, 0.59% hits; in the data active = a potency from the dose series; inconclusive = inhibition above about 70% without an active follow-up result;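 note: bacterial growth assessed after seven days of incubation; strong numbers were not always called active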
M. tuberculosis: growth inhibition of non-replicating M. tuberculosis (AID 488890) | Mycobacterium tuberculosis non-replicating, growth inhibition; higher % means a stronger effect | inhibition, % at 25 µM; hits with a dose series show IC50 in µM | 320,000 compounds, 0.39% hits; in the data active = a potency from the dose series; inconclusive = inhibition mostly from about 82% at the one dose, without a potency; inactive = the rest, 99 in 100 with inhibition below about 76%;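 note: plate controls were DMSO cells for no effect and high antibiotic wells for full effect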
inhibitors of VEEV: inhibitors of VEEV TC-83 cytopathic effect, confirmation, Vero cells (AID 588727). Vero cells, VEEV TC-83 cytopathic effect inhibition; higher % means a stronger effect. inhibition, % at 20 µM, or IC50 in µM where a hit was titrated. 350,000 compounds, 0.13% hits; in the data active = a potency from the dose series; inconclusive = inhibition mostly from about 14% at the one dose, without a potency; inactive = the rest, 99 in 100 with inhibition below about 12%; note: strong numbers were not always called active
PhoP GFP inhibition: PhoP regulon inhibitors, Salmonella typhi PhoP promoter GFP reporter, confirmatory (AID 1850). inhibition, % at 50 µM, or IC50 in µM where a hit was titrated. 310,000 compounds, 0.33% hits. Salmonella Typhi PhoP-promoter GFP reporter, fluorescence, 4 h; higher % means a stronger effect; in the data active = a potency from the dose series; inconclusive = inhibition mostly from about 25% at the one dose, without a potency; inactive = the rest, 99 in 100 with inhibition below about 19%;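 note: 0% = induced wells with vehicle and 100% = uninduced wells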
influenza NS1A: H1N1 influenza NS1A inhibitors, functional cell based assay (AID 504329); 340,000 compounds, 0.3% hits; inhibition, % at 12.5 µM; hits with a dose series show IC50 in µM; NS1A functional cell-based assay, percent inhibition; higher % means a stronger effect; in the data active = a potency from the dose series; inconclusive = inhibition above about 27% without an active follow-up result; note: strong numbers were not always called active
inhibitors of VEEV 10K pilot screen: recorded beside inhibitors of VEEV, whose call it bears; inhibition, %; measured here: 10K pilot screen inhibition
The depositor's hits bear a star; i = inactive; ? = inconclusive; · = no result given.

SMILES	M. tuberculosis HTS	M. tuberculosis	inhibitors of VEEV	PhoP GFP inhibition	influenza NS1A	others
CN(c1ccc(C(=O)NCc2ccc3c(c2)OCO3)cc1)S(C)(=O)=O	1%	-10%	i	-4%	-5%
O=C(c1ccc(F)cc1)[C@@H]1[C@@H](C(=O)c2ccccc2)[C@@]2(C(=O)Nc3ccccc32)[C@H]2c3ccccc3C=CN12	28%	75%	·	-12%	·
O=C(O)CC(CN1C(=O)c2ccccc2C1=O)c1ccccc1 (stereo not given)	-2%	-4%	0.6%	7%	9%
CCOC(=O)C1=C(CN2CCN(C(=O)OCC)CC2)NC(=O)NC1c1ccc2c(c1)OCO2 (stereo not given)	5%	18%	i	4%	-3%
C[C@H](NC(N)=O)C(=O)Nc1ccc(N2CCOCC2)c(S(=O)(=O)Nc2ccc(Cl)cc2)c1	?	?	5.3%	·	-5%
Cc1onc(-c2ccccc2)c1C(=O)N(C)CC(=O)Nc1ccc(F)c(F)c1F	2%	7%	1.7%	·	-4%
Cc1nn(C)cc1CN(C)Cc1ccc(OCC(O)CN2CCCCC2)cc1 (stereo not given)	-6%	5%	i	7%	-5%
Cn1c(CNC(=O)c2ccco2)nnc1SCCOc1ccccc1	·	·	0.7%	·	10%
O=C(CSc1ccc2c(c1)OCCO2)Nc1ccc(Br)cn1	?	?	10%	-5%	-11%
CCOC(=O)c1cc2occc2n1Cc1c(F)cccc1Cl	3%	10%	2.3%	-5%	3%

Two entries picked at random from the list so far:
SMILES	M. tuberculosis HTS	M. tuberculosis	inhibitors of VEEV	PhoP GFP inhibition	influenza NS1A	others
CN(c1ccc(C(=O)NCc2ccc3c(c2)OCO3)cc1)S(C)(=O)=O	1%	-10%	i	-4%	-5%
O=C(O)CC(CN1C(=O)c2ccccc2C1=O)c1ccccc1 (stereo not given)	-2%	-4%	0.6%	7%	9%

Not a retest: 2 of the compounds above.
SMILES	M. tuberculosis HTS	M. tuberculosis	inhibitors of VEEV	PhoP GFP inhibition	influenza NS1A	others
O=C(CSc1ccc2c(c1)OCCO2)Nc1ccc(Br)cn1	?	?	10%	-5%	-11%
CCOC(=O)c1cc2occc2n1Cc1c(F)cccc1Cl	3%	10%	2.3%	-5%	3%

The listing continues.
SMILES	M. tuberculosis HTS	M. tuberculosis	inhibitors of VEEV	PhoP GFP inhibition	influenza NS1A	others
Cc1noc(C)c1C(=O)Nc1ccccc1N1CCOCC1	-10%	3%	0.3%	·	-1%
Cc1ccc(Cn2cccc(-c3nc4ccccc4s3)c2=O)cc1	-15%	15%	1.5%	3%	-39%
COC(=O)CSC1=NN1c1cc(C)nc(N)n1	-5%	2%	0.2%	2%	-8%
O=C(CSC1=NCCS1)N1CCc2ccccc21	-5%	43%	2.0%	-1%	-5%
O=C(CC1Nc2ccccc2NC1=O)NCc1cccnc1 (stereo not given)	1%	0%	0.3%	13%	-13%
COc1cc2[nH]c(=S)nc(NCC3CCCO3)c2cc1OC (stereo not given)	-4%	6%	i	-6%	-12%
CCCCN(C(=O)c1cc(S(=O)(=O)N2CCCCC2)ccc1Cl)c1c(N)n(CC(C)C)c(=O)[nH]c1=O	·	·	6.3%	·	-5%
CSc1nnc(-c2ccccc2Cl)n1N	-12%	-4%	4.1%	-8%	-1%
O=C(Cc1ccc(Br)cc1)NCCc1ccccc1	-4%	2%	7.4%	-4%	-5%
CCS(=O)(=O)N1CCCC(C(=O)NCCN2CCC(Cc3ccccc3)CC2)C1 (stereo not given)	-1%	-1%	0.8%	-3%	-7%	inhibitors of VEEV 10K pilot screen=0.1
CCOC(=O)CSc1nnc(-c2ccco2)n1-c1ccc(C)cc1	-6%	72%	1.7%	2%	10%
CC1Sc2ccc(S(=O)(=O)CCC(=O)NCc3ccc(Cl)cc3)cc2NC1=O (stereo not given)	1%	35%	2.9%	-15%	3%
Nc1nnc(SCC(=O)NCc2ccc3c(c2)OCO3)s1	-3%	-3%	0.7%	0%	-9%
CN(C)C(CNC(=O)c1cc(S(=O)(=O)N(C)Cc2ccccc2)ccc1Cl)c1ccco1 (stereo not given)	-10%	-12%	5.4%	-2%	-6%
CCNC(=O)Nc1ccc(OC)cc1OC	-1%	-18%	0.3%	-9%	-14%
COC(=O)c1cn(C(=O)c2cc(C)cc(C)c2)c2ccccc12	1%	-22%	1.1%	11%	3%
Oc1ccc(N=Nc2ccc3ccccc3c2)cc1	17%	66%	2.7%	2%	4%
Cc1cc(Br)ccc1NC(=S)Nc1cccc([N+](=O)[O-])c1	4%	?	0.2%	-5%	0%
FC(F)(F)c1cccc(NC(=S)N2CCCC2)c1	1%	-12%	0.6%	4%	-19%
O=C(CSc1ccccc1C(=O)O)NC1CCCCCC1	0%	1%	i	-6%	-6%
Cc1ccc(S(=O)(=O)N2CCN(C(=O)CSc3nnc(-c4ccco4)o3)CC2)cc1	·	27%	0.8%	-4%	-3%
Cc1ccc(SCCNC(=S)Nc2ccc(C)cc2C)cc1	2%	?	5.8%	-7%	-9%	inhibitors of VEEV 10K pilot screen=0.8
O=S(=O)(c1ccc2oc3ccccc3c2c1)N1CCCC1	1%	-1%	0.1%	0%	-1%
C=CCSc1nc2ccsc2c(=O)n1-c1ccccc1	10%	-6%	1.1%	8%	4%	inhibitors of VEEV 10K pilot screen=1.1
COc1ccc(CC(CC(=O)O)C(=O)Nc2ccccc2)cc1 (stereo not given)	1%	-4%	0.9%	0%	-2%
CCNc1nc(NC(C)(C)C)nc(N(C#N)CC)n1	-4%	10%	5.7%	-2%	1%
CCn1cc(C(=O)O)c(=O)c2cc(F)c(N3CCN(C(=S)NC(=O)c4ccccc4Br)CC3)cc21	10%	58%	3.8%	-18%	3%
CC(Oc1ccc(-c2ccccc2)c(F)c1)c1ccn(S(=O)(=O)c2ccc(F)cc2)n1 (stereo not given)	·	1%	3.9%	-10%	-3%
CC1CCCC(NC(=O)CCNC(=O)c2ccc([N+](=O)[O-])cc2)C1C (stereo not given)	-10%	-3%	i	-8%	-2%
Cc1cccc(CNCCc2ccccc2)n1	-3%	2%	0.1%	-8%	-8%
CCOC(=O)c1ccc(Nc2nc(=O)c3cccnc3s2)cc1	45%	56%	6.3µM*	-1%	1%
CC(=O)Nc1cc(C(=O)N2CCc3ccccc3C2)ccc1Sc1ccc(Cl)cc1	2%	37%	i	-5%	-9%
COC(=O)c1c(C(=O)OC)c(-c2cccc(Cl)c2)n2c1CS(=O)(=O)C2	7%	-15%	1.1%	-4%	-17%
O=C(OCc1nnc(-c2ccccc2)o1)c1ccc2c(c1)OCO2	8%	53%	1.7%	9%	0%
N#C/C(=C\c1ccc(F)c(Br)c1)C(=O)NC1CC1	3%	12%	5.2%	-5%	-15%
Cc1ccc(S(=O)(=O)N2CCOCC2)cc1C(=O)NCc1ccccn1	8%	-3%	1.5%	·	-3%
CN(C(=O)Oc1ccc(C(=O)c2ccc(Cl)cc2)cc1)c1ccccc1	7%	-3%	3.0%	-3%	-1%
CC1(C)Cc2cccc(Oc3ccc(S(=O)(=O)N4CCCC4)cn3)c2O1	0%	-12%	0.9%	-7%	7%
Cc1ccccc1NC(=S)N(Cc1cccnc1)Cc1ccco1	6%	-4%	0.4%	1%	17%
C[C@H](CO)N1C[C@H](C)[C@@H](CN(C)Cc2ccc(-c3ccccc3)cc2)Oc2c(NC(=O)Nc3ccc(C(F)(F)F)cc3)cccc2C1=O	0%	0%	i	·	-12%
Nn1c(SCC(=O)NCC2CCCO2)nnc1-c1cc(Cl)ccc1Cl (stereo not given)	·	·	1.7%	·	-1%
COc1ccc(/C=N/n2cnnc2)cc1COc1ccccn1	-5%	-3%	0.9%	-8%	0%
COCCNC(=O)C(c1ccc(C)cc1)N(C(=O)C(=O)NC1CCCC1)c1ccc2c(c1)OCCO2 (stereo not given)	1%	2%	0.9%	6%	-8%
O=C(NCc1ccncc1)Nc1ccc(F)cc1	1%	-6%	1.3%	6%	-19%
N#C/C(=C(/O)COC(=O)c1ccc(C#N)cc1)c1nc2ccccc2s1	-3%	58%	1.0%	-3%	1%
COc1ccc(/C=N/NC(=O)CNc2c(Br)cc(C)cc2Br)c(C(=O)O)c1OC	0%	5%	0.9%	-4%	-4%
O=C(Nc1c(Cl)ccc2nsnc12)c1ccco1	-1%	-13%	i	-5%	3%
Cc1ccccc1NS(=O)(=O)c1ccc2[nH]cc(C(=O)NCCCN3CCOCC3)c(=O)c2c1	0%	7%	4.5%	-9%	-3%
CCOC(=O)N1CCN(Cc2c(NC(=O)c3ccco3)sc(C)c2C)CC1	2%	-1%	0.7%	2%	8%
Cc1ccc(S(=O)(=O)N2CCCCC2)cc1NC(=O)CSc1nc(N)cc(=O)[nH]1	-2%	15%	0.6%	·	-6%

Next records follow.
SMILES	M. tuberculosis HTS	M. tuberculosis	inhibitors of VEEV	PhoP GFP inhibition	influenza NS1A	others
C#CC(C)OC(=O)C(C)NC(=O)c1ccccc1 (stereo not given)	-4%	-14%	0.2%	-11%	9%
Cc1ccc2c(c1)CCCN2CC(=O)Nc1cccc(S(=O)(=O)N2CCCC2)c1	5%	19%	i	·	-14%
Cc1ccnc2nc(C(=O)OCC(=O)NCCc3ccc(Cl)cc3)nn12	4%	-8%	i	-9%	27%
CC(C)CCNC(=O)C1CCN(c2nc3ccccc3o2)CC1	-4%	14%	0.7%	-3%	25%
O=C(Nc1cccnc1)c1ccccc1Oc1ccccc1	10%	17%	0.6%	7%	9%
COCCNC(=O)c1c(N)n(/N=C/c2cccs2)c2nc3ccccc3nc12	13%	-8%	i	-8%	-14%
CCN1CCN(c2c(Cl)cccc2NC(=O)c2ccc([N+](=O)[O-])o2)CC1	?	?	27%	-7%	-7%
COc1ccc(O)c(-c2c(-c3ccc(Cl)cc3)n[nH]c2C)c1	-4%	6%	8.5%	-1%	6%
CC(C)N(C(=O)Cn1cc(S(=O)(=O)CC(=O)Nc2ccccc2)c2ccccc21)C(C)C	7%	23%	8.7%	-3%	3%
COc1ccccc1NC(=O)CCN1C(=O)c2ccccc2C1=O	-4%	-1%	1.0%	-2%	-10%
Cc1ccc(S(=O)(=O)Nc2ccc(N(C)C)cc2)cc1	?	65%	1.1%	2%	15%
O=C(NCCCn1ccnc1)C(=O)c1c[nH]c2ccccc12	-9%	-5%	0.9%	0%	-5%
COc1ccc(-c2nc3ccc([N+](=O)[O-])cc3[nH]2)cc1	4%	62%	9.5%	0%	-2%
Cc1onc(-c2c(Cl)cccc2Cl)c1C(=O)c1c[nH]c(C(=O)NCCCN2CCOCC2)c1	-3%	6%	1.8%	-4%	-3%
Cc1ccc(S(=O)(=O)c2c(COC(=O)c3ccccc3Cl)c(-c3ccccc3)nn2C)cc1	6%	-2%	5.5%	8%	3%
CCOc1cc(CN2CCc3c([nH]c4ccccc34)C2)ccc1OC	5%	25%	0.8%	-1%	2%
COc1ccc(Cl)cc1NC(=O)c1cnc2n(c1=O)CCS2	0%	·	1.7%	-2%	-3%
CCCCOc1ccc(C(=O)NCC(=O)NCCOc2ccc(C)cc2)cc1	-9%	23%	i	·	-3%
CC(C)(C)SCCNC(=O)/C=C/c1ccccc1	4%	0%	i	10%	·
CCOc1ccc2oc(C(=O)NCc3ccccc3CN3CCCC3)c(C)c2c1	56%	79%	2.6%	·	5%
COc1ccc(OC)c(/C=C/C(=O)N(C)CC(=O)Nc2cc(C)ccc2C)c1	0%	21%	1.1%	-7%	-2%
CS(=O)(=O)N1CCN(c2ccc([N+](=O)[O-])c(NCc3ccc(Cl)cc3)c2)CC1	-1%	-17%	1.4%	-7%	1%
CCCc1cc(C(=O)N2CCCC(N3CCN(c4ccccc4C)CC3)C2)n(C)n1 (stereo not given)	-3%	·	1.6%	-1%	3%
CCOC(=O)c1cc2occc2n1CC(=O)N1CCCc2ccccc21	1%	17%	0.7%	-3%	-2%
COc1cc(/C=N/NC(=O)C2c3ccccc3Oc3ccccc32)ccc1O	1%	7%	7.7%	-8%	2%
COc1ccc(C(=O)CSc2cc(C)[nH]c(=O)n2)cc1	6%	4%	0.9%	2%	-2%
CCN(CC)S(=O)(=O)c1ccc2oc(C(=O)O)c(C)c2c1	-5%	-1%	0.3%	9%	-1%
O=C(Cc1cccc(F)c1F)NC1CCCN(Cc2ccc(Cl)cc2)C1 (stereo not given)	2%	6%	0.6%	7%	0%
CCOC(=O)c1cc(C(=O)c2cc(Cl)ccc2O)coc1=N	34%	?	6.2%	-2%	-2%
CCOC(=O)C1=C(c2cccc(Oc3ccccc3)c2)NC(=S)NC1C (stereo not given)	12%	29%	11%	2%	8%
COc1ccccc1C(CC(=O)c1ccccc1)CC(=O)c1ccccc1	-4%	-21%	7.8%	-1%	2%
